ERK EGF inh: qHTS Assay for Inhibitors of the ERK Signaling Pathway using a Homogeneous Screening Assay; Stimulation with EGF. Potency, µM (series often up to 11.5 µM), for inactives: at the highest dose activity change, negative = inhibition, hits mostly inhibitors. HEK293-V1b, EGF-stimulated phospho-ERK AlphaScreen. AID 1454, 2008. 130,000 compounds, 0.41% hits; active = well fitted inhibition curve with a large enough effect; inconclusive = small, poorly fitted or top-dose-only effect, or effect the other way;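 note: plate controls were stimulated vehicle wells for no effect and unstimulated vehicle basal for full effect; nearly all actives have a fitted effect of over 55% in size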
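Phospho-ERK1/2 measured by AlphaScreen (SureFire) after 5 min 25 nM EGF stimulation of V1b-expressing HEK293 cells preincubated 30 min at 37C with titrated compounds; data scaled to DMSO and EGF controls, Hill-fitted AC50.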
Numbers without * were called inactive; ? = inconclusive; & = joins results of further samples; [ ] = remark or other dose. Potency is the fitted concentration of half-maximal effect. Only part of the results is shown (hit frequency here may not be typical).

ERK EGF inh,Compound
-3.4%,Cc1nc2ccc(NC(=O)c3nn(CC(C)C)c(=O)c4ccccc34)cc2s1
7.4%[57.5 µM],CCCSc1nc2c(c(=O)[nH]c(=O)n2C)n1CC(O)COc1ccccc1 (stereo not given)
1.7%,COc1ccc(CCNC(=O)CCc2ccc(S(=O)(=O)NC(C)C)cc2)cc1
-3.3%[57.5 µM],CC1=CC(=C2C=CC(=O)C=C2)C=C(C)N1C
-8.3%,Cc1ccc(S(=O)(=O)N2CCN(C(=S)NCc3ccc4c(c3)OCO4)CC2)cc1
-5.9%,O=C(CCCc1nc2ccccc2s1)NCc1cccnc1
-6.1%,O=c1[nH]c2sc3c(c2c2nncn12)CCCC3
-0.8%,O=S(=O)(c1cc(Cl)ccc1Cl)n1cccn1
10.5%,CC(=O)Nc1ccc(NC(=O)CCCc2c[nH]c3ccccc23)cc1
-13.5%,CC(=O)OC1CC[C@@]2(C)C(CC[C@@]3(C)C2CC=C2C4CC(C)(C)CC[C@]4(C)CC[C@@]23C)C1(C)C (stereo not given in full)

ERK EGF inh,Compound
-9.7%[57.5 µM],COc1cc(C(=O)OCCCN(C)C)cc(OC)c1OC
-5.3%,Oc1ccc(N=Cc2cc(Br)c(N3CCOCC3)o2)cc1
-12.5%[57.5 µM],Cc1cc(CN(C)C(=O)c2cc(COc3ccc4ncccc4c3)on2)on1
-5.8%,CC/C(C)=N/NC(=O)c1[nH]c2ccc(C)cc2c1-c1ccccc1
0.1%,CCCOc1ccc2c(CC)cc(=O)oc2c1C
9.3%[57.5 µM],c1ccc2c(c1)CCc1c-2nc2ccccc2c1N1CCOCC1
-8.7%,COC(=O)N/N=C/c1ccc(/C=N/NC(=O)OC)cc1
5.5%,Cc1ccccc1NC(=S)N(CCCN1CCOCC1)Cc1ccccn1
1.5%[57.5 µM],COc1ccc(CNS(=O)(=O)c2ccccc2Br)cc1
11.7%,Cn1cc(Br)c(C(=O)NC2C3CC4CC(C3)CC2C4)n1 (stereo not given)

4 entries out of the list, arranged by formula weight, lowest first.
ERK EGF inh,Compound
0.1%,CCCOc1ccc2c(CC)cc(=O)oc2c1C
-8.7%,COC(=O)N/N=C/c1ccc(/C=N/NC(=O)OC)cc1
-5.8%,CC/C(C)=N/NC(=O)c1[nH]c2ccc(C)cc2c1-c1ccccc1
11.7%,Cn1cc(Br)c(C(=O)NC2C3CC4CC(C3)CC2C4)n1 (stereo not given)

Further results.
ERK EGF inh,Compound
4.1%,C/C(=C\c1ccco1)CN1CCC(N2CCC(C(=O)N3CCOCC3)CC2)CC1
0.6%,Cc1ccc(NC(=O)C(C)c2ccc([N+](=O)[O-])cc2)cc1Cl (stereo not given)
-14.2%,O=C(CSc1ccsc1[N+](=O)[O-])NC1CCCC1
0.9%,COc1ccc(/C=C/C(=O)C(C(N)=O)=C2SCCS2)cc1
-6.8%,Cc1sc2nc(CSc3ccccc3)nc(N3CCN(C)CC3)c2c1C
2.3%,CCOC(=O)N1CCN(CCC(=O)c2ccc(OC)cc2)CC1
4.9%,C#CCNC(=O)c1cc2sccc2n1C
4.5%,CCc1nc2c(sc3nc4c(cc32)COC(C)(C)C4)c(=O)n1CCN(CC)CC
3.4%,CC(C)N(CCNC(=O)c1oc(=O)c2ccccc2c1-c1ccccc1)Cc1ccco1
-4.2%,CCn1c(CNC(=O)COc2ccc(C(C)C)cc2)nnc1SCC(=O)NC1CCCCC1C (stereo not given)

ERK EGF inh,Compound
-8.9%[57.5 µM],COc1ccc(C2/C=C\CN(C(=O)CC(C)C)CC(=O)N2Cc2ccc(F)cc2)cc1 (stereo not given)
0.8%[57.5 µM],O=C(c1cc(S(=O)(=O)Nc2ccccc2F)c(Cl)cc1Cl)N1CCN(CCO)CC1
-5.3%,Cc1ccc(C(=O)OCC(=O)NCCN2C(=O)CSC2=O)cc1
9.0%,CNCCCOc1ccc(C)cc1OC
?,O=c1/c(=C\c2cccc(O)c2)sc2nc(-c3ccccc3)c(-c3ccccc3)n12
4.4%,Cc1ccc(Cl)cc1NC(=S)NCc1cccn1C
17.1%,COc1ncc2nc(-c3ccc(Cl)cc3)c(=O)n(C[C@H]3CCCO3)c2n1
-13.4%,NNC(=O)c1ccc(O)cc1O
4.9%[57.5 µM],Cc1cccc(COc2ccc(/C=N/NC(=O)c3nnn(-c4nonc4N)c3COc3ccc(F)cc3)cc2)c1
-3.1%,COc1ccc(NC(=O)Nc2ccc(F)c(F)c2)c(OC)c1

ERK EGF inh,Compound
-15.9%[57.5 µM],CCOc1ccccc1C(=O)NCCC(=O)O
-7.3%,Cc1c(C(C)C)c(=O)n(-c2ccc(S(=O)(=O)N3CCOCC3)cc2)n1C
2.1%,Nc1nnc(SCC(=O)OCC(=O)NC2CCCCC2)s1
16.3%,CCOCCCNC(=S)Nc1ccc(S(N)(=O)=O)cc1
0.4%,O=C(O)c1ccc(COc2ccccc2/C=C2/NC(=O)N(c3cccc(Cl)c3)C2=O)cc1
-8.3%,COc1ccccc1C(=O)NCC(=O)N/N=C/c1cc(Br)ccc1OCc1ccccc1
1.3%[57.5 µM],O=C1CCC(=O)N1CCSC(=S)N1CCOCC1
10.0%[57.5 µM],COCc1cc(=O)[nH]c2c1c(-c1ccccc1)nn2C
?,COc1cc2c(cc1OC)C(c1ccc(-c3cc(Cl)ccc3Cl)o1)=NCC2
17.3%,N/C(=N\OC(=O)c1cc(-c2ccccc2)nc2ccccc12)c1cccnc1

ERK EGF inh,Compound
7.2%,O=C(CN(c1ccc(Cl)cc1)S(=O)(=O)c1ccc(Cl)c([N+](=O)[O-])c1)NCCc1ccccc1
8.1%,O=C(c1ccccc1)N1N=C(c2ccccc2)CC1c1ccccc1[N+](=O)[O-] (stereo not given)
-11.5%,CN(C)C(=O)/C(=C\c1ccncc1)NC(=O)c1ccccc1
4.1%,O=C(NC1CCCCC1)C(c1cccnc1)N(C(=O)c1csnn1)C1CCCC1 (stereo not given)
9.9%,COc1ccc2c(c1)[C@]1(C)CCC(=O)C[C@H]1CC2
13.4%,CC(C)(Oc1ccc(Cl)cc1)C(=O)O
-1.3%,Cc1ccc(C)c(N(CC(=O)NN=C2CCN(C)CC2)S(=O)(=O)c2ccccc2)c1
3.6%,COc1ccccc1OP(=O)(O)Oc1ccccc1OC
0.8%,O=Cc1ccc(-c2ccc(F)cc2)o1
10.1%[57.5 µM],Cc1cc(-c2nc(C)c(-c3nnc(SCC(=O)Nc4ccc(Cl)cc4)n3C)s2)no1

Gathered by group, the compounds so far containing two or more sulfur atoms.
ERK EGF inh,Compound
-8.3%,Cc1ccc(S(=O)(=O)N2CCN(C(=S)NCc3ccc4c(c3)OCO4)CC2)cc1
-14.2%,O=C(CSc1ccsc1[N+](=O)[O-])NC1CCCC1
0.9%,COc1ccc(/C=C/C(=O)C(C(N)=O)=C2SCCS2)cc1
-6.8%,Cc1sc2nc(CSc3ccccc3)nc(N3CCN(C)CC3)c2c1C
2.1%,Nc1nnc(SCC(=O)OCC(=O)NC2CCCCC2)s1
16.3%,CCOCCCNC(=S)Nc1ccc(S(N)(=O)=O)cc1
1.3%[57.5 µM],O=C1CCC(=O)N1CCSC(=S)N1CCOCC1
10.1%[57.5 µM],Cc1cc(-c2nc(C)c(-c3nnc(SCC(=O)Nc4ccc(Cl)cc4)n3C)s2)no1

(listing goes on)
ERK EGF inh,Compound
-4.7%,NCC(=O)O
-0.4%,Oc1ccccc1N1CCN(C(=S)NCCc2ccccc2)CC1
11.7%,COC(=O)[C@H](C)NC(=O)Nc1cccc(C(F)(F)F)c1
-15.5%,O=C(C1CC1)N1CCc2cc(S(=O)(=O)N(CCO)Cc3ccccc3)ccc21
6.6%,COc1ccc(CCNC(=O)CSc2nc3[nH]ncc3c(=O)n2-c2ccc(C)c(Cl)c2)cc1OC
1.1%[57.5 µM],O=C1CCC(C(=O)OCc2cc(=O)oc3ccc4ccccc4c23)=NN1
14.0%[57.5 µM],C/C(=N\NC(=O)Cn1cc([N+](=O)[O-])cn1)c1ccc(O)cc1
-2.7%,COC(=O)N1[C@H](C)C=C[C@]1(Cc1ccccc1)C(=O)NCc1ccc(N(C)C)cc1
3.0%[57.5 µM],C/C(=N\OCC(=O)Nc1ccccc1C(=O)O)c1cccs1
-5.6%,CCc1ccc(CNC(=O)C2CCN(S(=O)(=O)N3CCC4(CC3)OCCO4)CC2)cc1

ERK EGF inh,Compound
-9.5%,CCCCOC(=O)c1cc(=O)[nH]c2ccc(C)cc12
-2.8%,CCOc1ccc(CC(=O)NNC(=S)Nc2ccc(OC)c(OC)c2)cc1
-2.2%,O=C1C(Nc2ccccc2)=C2CCCC=C2N1c1ccccc1
0.8%,CCN(CC)CCCNC(=O)Cn1ccc2ccccc2c1=O
23.5%,COc1ccccc1N1CCN(CCN(C(=O)c2ccc(F)cc2)c2ccccn2)CC1
-6.2%,NC1=NS(=O)(=O)NC1c1cccc(F)c1 (stereo not given)
-1.0%,Cc1ccc(NC(=O)CN2CCC(C(N)=O)CC2)cc1[N+](=O)[O-]
-6.4%,COc1ccc(NC2c3ccccc3C(=O)N2c2cccnc2)cc1Cl (stereo not given)
6.4%,CC(=O)N1CCN(C2=NC(=O)/C(=C\c3cccs3)S2)CC1
-13.4%[57.5 µM],CCOC(=O)c1ccc(NC(=O)c2nc[nH]c2C(=O)N[C@@H](CC(C)C)C(=O)OC(C)(C)C)cc1

ERK EGF inh,Compound
11.9%,CCCN1C2CCCC1CC(NC(=O)C1CCCCC1)C2 (stereo not given)
6.5%,CC(C)N1CCC(N2CCN(C3CCCCCC3)CC2CCO)CC1 (stereo not given)
2.4%,COc1ccc(C2=C(CC(=O)O)C(=O)CC2)cc1
2.5%,CCOC(=O)c1c(C)c(C(=O)Nc2ccc(F)cc2)c(C)n1C
-0.3%,O=C(CCC(=O)N(c1ccc(F)cc1)C(C(=O)NC1CCCC1)c1ccncc1)Nc1cccnc1 (stereo not given)
-1.5%,CC(=O)c1ccc2c(c1)C1C=CCC1C(c1ccc(S(=O)(=O)N3CCOCC3)cc1)N2 (stereo not given)
11.9%[57.5 µM],O=C(O)CCn1c(=S)n(CCC(=O)O)c2ccccc21
?,COc1cccc(-n2cc(CN(C)Cc3nc(Cc4ccccc4)no3)cn2)c1
9.7%,CCC(CC)C(=O)Nc1ccc(Nc2ccccc2)cc1
6.3%,CN(C)c1nc(SCC#N)nc(N(C)C)n1

Single entries from the list:
Result for O=C(CCC(=O)N(c1ccc(F)cc1)C(C(=O)NC1CCCC1)c1ccncc1)Nc1cccnc1 (stereo not given) in ERK EGF inh: -0.3%
Result for CCCN1C2CCCC1CC(NC(=O)C1CCCCC1)C2 (stereo not given) in ERK EGF inh: 11.9%

The results go on.
ERK EGF inh,Compound
6.9%,Cc1nc(-c2ccc(C(=O)N3CCCC3)cc2)cs1
0.5%&12.1%,CO[C@@]1(NC(=O)CSCC#N)C(=O)N2C(C(=O)O)=C(CSc3nnnn3C)CS[C@@H]21
17.8µM*,Cc1cc(C(=O)CSc2nc3ccccc3[nH]2)c(C)n1Cc1ccco1
?,CC(C)c1nc(CN(C)C(=O)N[C@H](C(=O)N[C@@H](Cc2ccccc2)C[C@H](O)[C@H](Cc2ccccc2)NC(=O)OCc2cncs2)C(C)C)cs1
-10.6%,CO[C@@H](CCOCc1ccccc1)C[C@H]1O[C@H](C(=O)OC(C)C)C=C[C@@H]1C
4.9%,COc1ccc(C=Nc2ccc3[nH]ncc3c2)c(O)c1
3.3%,CCN(CC)S(=O)(=O)c1ccc(C(=O)NCc2ccc3[nH]c4c(c3c2)CCCC4)cc1
-10.7%[57.5 µM],C=CCOC(=O)C1=C[C@H](c2csc3ccccc23)[C@@H](CCCO)[C@H](OCC)O1
-19.6%,O=[N+]([O-])c1cccc(/C=N/NS(=O)(=O)c2ccccc2)c1
?,COc1cc(/C=C2\SC(=S)N(NC(=O)c3cccnc3)C2=O)ccc1O

ERK EGF inh,Compound
-6.9%,COc1cccc(C(=O)N2CCCC(CCC(=O)NCc3ccc(F)c(F)c3)C2)c1 (stereo not given)
5.4%,COc1ccc(C2C(C(=O)Nc3cccnc3)=C(C)Nc3nc(-c4cccs4)nn32)cc1 (stereo not given)
-5.5%,COC(=O)CN=Cc1c(C)[nH]n(-c2ccccc2)c1=O
4.0%[57.5 µM],Cc1ccc(NS(=O)(=O)c2ccc(N/N=C/c3ccccc3OCC(=O)O)c([N+](=O)[O-])c2)c(C)c1
-2.2%,CC(NC(=S)NCc1ccccc1)C12CC3CC(CC(C3)C1)C2 (stereo not given)
1.7%,COc1ccc(-c2ccc(Nc3ccc(S(=O)(=O)N4CCCC4)cc3)nn2)cc1OC
0.8%,Cc1ccc(O/C=C2\OC(=O)c3ccccc32)cc1
-1.1%,COc1ccccc1C1C(C#N)=C(N)N(c2cccnc2)C2=C1C(=O)CC(C)(C)C2 (stereo not given)
-1.2%,O=C(NCCN1CCOCC1)Nc1ccc(F)cc1
-3.7%[57.5 µM],COc1ccc(C2c3ccc(O)cc3Oc3ncn4nc(-c5ccco5)nc4c32)cc1OC (stereo not given)

ERK EGF inh,Compound
5.3%,COc1ccc(CCNC(=O)COc2ccc(S(=O)(=O)NC3CCCCC3)cc2Cl)cc1OC
7.6%[57.5 µM],Cc1cc2nc3c(=O)n(Cc4ccccc4)c(=O)[nH]c3nc2cc1N
5.7%,CCOC(=O)C(NS(=O)(=O)c1ccc(C)cc1)(C(F)(F)F)P(=O)(OCC(C)C)OCC(C)C (stereo not given)
1.8%[57.5 µM],CCCCCC(=O)Nc1cccc(C2=NOC3(C2)C[C@H](C(N)=O)N(C(=O)CCCCC)C3)c1 (stereo not given in full)
3.2%,COCCCNC(=O)CC(C)c1ccccc1 (stereo not given)
0.9%,O=C(Cc1ccccc1)NCCSC1CCCCC1
7.6%,Cc1ccc(C2=NC3(CCCCC3)NC2=S)cc1
1.6%,O=C(CCc1ccccc1)NNC(=O)c1ccc(NC(=O)c2ccccc2)cc1
-1.3%[57.5 µM],CN(CCc1ccccn1)C(=O)Nc1cccc(Cl)c1
-5.8%,Cc1cc(C)cc(NC(=O)COC(=O)CCCNC(=O)c2ccc(Cl)cc2)c1

Source: PubChem BioAssay (National Center for Advancing Translational Sciences (NCATS))
